Pf Dd2 growth: P. falciparum Dd2 growth inhibitors, primary screen, SYBR Green fluorescence, single dose replicates. activity change, % at 10 µM. 94,000 compounds, 2.3% hits. 72 h; hits give low values; in the data active means activity change below about -80%; inconclusive means no clear call, values can overlap the other calls
T cruzi growth: T. cruzi intracellular proliferation inhibitors, primary screen, cell-based, beta-gal Tulahuen parasites, NIH3T3 host, luminescence; T. cruzi beta-gal in NIH3T3, GalScreen luminescence, 90 h; inhibition, % at 8.34 µM; 77,000 compounds, 5.9% hits; AID 624255, 2012;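 active means mean inhibition above about 93%, with at least 55% of replicates each passing it, limit read from the data, passing the limit was not always enough; inconclusive means only one of those two conditions holds; inactive means neither condition holds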
C diff HTS: C. difficile growth inhibitors, primary screen, HTS; 86,000 compounds, 0.25% hits; growth activity, negative = inhibition, % at 16 µg/mL (by protocol); Clostridium difficile clinical isolate growth, OD600, 24 h; hits give low values;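 active means mean growth activity at or below -80% and every replicate also at or below -80%; inconclusive means mean at or below -80% but some replicate above -80%; inactive means mean growth activity above -80%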;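 further: 0% = DMSO wells and -100% = levofloxacin 16 µg/mL wells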
GASC1 inh: inhibitors of GASC-1 (KDM4C) histone demethylase, primary screen, biochemical, single concentration HTS; 96,000 compounds, 0.15% hits; inhibition, % at 12.5 µM; Lysine-specific demethylase 4C (Homo sapiens), Q9H3R0; GST-KDM4C 2-372, H3K9me3 peptide, LANCE TR-FRET;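 active means mean replicate inhibition above about 25%, with at least 55% of replicates also reaching it, limit read from the data, passing the limit was not always enough; inconclusive means only one of those two conditions met; inactive means neither condition met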
Target sequence (Q9H3R0 2-372 limits assumed): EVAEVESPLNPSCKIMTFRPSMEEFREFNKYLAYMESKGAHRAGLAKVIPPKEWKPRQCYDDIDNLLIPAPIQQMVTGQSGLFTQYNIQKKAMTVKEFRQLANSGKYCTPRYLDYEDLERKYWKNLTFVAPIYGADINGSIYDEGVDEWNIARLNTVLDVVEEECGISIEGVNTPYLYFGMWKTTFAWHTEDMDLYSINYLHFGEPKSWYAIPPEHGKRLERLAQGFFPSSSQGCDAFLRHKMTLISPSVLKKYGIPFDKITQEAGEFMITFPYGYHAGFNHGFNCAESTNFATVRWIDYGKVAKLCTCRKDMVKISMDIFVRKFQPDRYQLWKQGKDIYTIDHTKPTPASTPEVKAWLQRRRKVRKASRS
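Compound: one test concentration per compound; Material: GST-GASC-1 enzyme fragment 2-372; Amount: GASC-1 enzyme at 10 nM final in reaction; Also added: H3K9me3 peptide substrate, Fe(II), 2-oxoglutarate; Technique: LANCE TR-FRET; Times: 30 min demethylation and 1 h detection at room temperature.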
The depositor's hits bear a star; ? = inconclusive; / = no result given; & = joins results of further samples.

Sequence of screens – Pf Dd2 growth	T cruzi growth	C diff HTS	GASC1 inh
1. CCCC#Cc1ccc2c(c1)O[C@@H](CN(C)C(=O)NC(C)C)[C@@H](C)CN([C@H](C)CO)S2(=O)=O
 : -21	16	-3	-1.0
2. COc1ccc2c3c(n(C)c2c1)[C@H](CO)N(C(=O)c1ccccn1)CC31CN(C(=O)c2ccccn2)C1
 : -2	/	-1	0.5
3. C[C@H](CO)N1C[C@H](C)[C@@H](CN(C)C(=O)C2CCCCC2)OCCCC[C@H](C)Oc2ccc(NS(C)(=O)=O)cc2C1=O
 : 5	52	2	-0.1
4. CO[C@H]1CN(C)C(=O)c2cc(NC(=O)Nc3cccc(F)c3)ccc2OC[C@H](C)N(C(=O)Nc2c(C)noc2C)C[C@@H]1C
 : -22	33	/	-0.2
5. CO[C@@H]1CN(C)C(=O)c2cc(NS(=O)(=O)CC(F)(F)F)ccc2OC[C@@H](C)N(C(=O)c2ccc3c(c2)OCO3)C[C@H]1C
 : 32	/	/	-1.0
6. C[C@H]1CN([C@@H](C)CO)C(=O)c2cccc(NC(=O)C3CCOCC3)c2O[C@H]1CN(C)C(=O)Nc1ccc(F)cc1
 : 58	-18	-2	0.8
7. C[C@@H]1CN([C@H](C)CO)C(=O)c2cc(-c3ccc(F)cc3)cnc2O[C@@H]1CN(C)CC1CCCC1
 : -29	-46	12	5.1
8. C[C@H](CO)N1C[C@H](C)[C@H](CN(C)C(=O)Nc2cccc3ccccc23)OCCCC[C@H](C)Oc2ccc(NC(=O)Cc3ccccc3)cc2C1=O
 : -82*	42	11	-2.6
9. C[C@@H]1CN([C@@H](C)CO)C(=O)c2cc(NC(=O)Nc3ccc(C(F)(F)F)cc3)ccc2O[C@H]1CN(C)C(=O)Nc1cccc2ccccc12
 : -87*	-43	-5	0.5
10. CN(C[C@@H]1[C@@H](c2ccccc2)[C@H](CO)N1CC1CC1)C(=O)c1cccc(F)c1
 : -7	17	6	0.3
11. O=C(C[C@H]1CC[C@@H](NS(=O)(=O)c2ccc(F)cc2)[C@H](CO)O1)N1CCN(c2ccccc2)CC1
 : 32	23	-1	0.6
12. C[C@@H]1CN([C@@H](C)CO)C(=O)c2cccc(NC(=O)NC3CCCCC3)c2O[C@H]1CN(C)Cc1ccc(C(=O)O)cc1
 : 5	-4	12	-0.2
13. COc1ccc2c3c([nH]c2c1)[C@H](CO)N(Cc1cc(F)ccc1F)CC31CCN(C(=O)C2CCC2)CC1
 : -88*	/	1	3.0
14. C[C@@H]1CCCCO[C@H](CN(C)C(=O)CCCN(C)C)[C@@H](C)CN([C@@H](C)CO)C(=O)c2cc(NC(=O)Nc3ccccc3)ccc2O1
 : 0	-34	-6	0.5
15. CN(C)C(=O)C[C@@H]1CC[C@@H](NC(=O)C2CCC2)[C@H](CO)O1
 : 9	34	-5	-0.5
16. C[C@@H]1CN([C@H](C)CO)C(=O)Cc2cc(NC(=O)Cc3cn(C)c4ccccc34)ccc2O[C@@H]1CN(C)Cc1ccc(C(F)(F)F)cc1
 : -32	90	3	0.2
17. CO[C@@H]1CN(C)C(=O)c2cc(NS(C)(=O)=O)ccc2OC[C@@H](C)N(C(=O)C2CCCCC2)C[C@H]1C
 : /	-3	/	1.5
18. C[C@@H]1CN([C@@H](C)CO)C(=O)c2cc(NC(=O)CCCN(C)C)ccc2O[C@@H]1CN(C)Cc1ccccc1
 : 44	2	1	0.2
19. Cc1ccc(S(=O)(=O)N(C)C[C@@H]2Oc3ncc(-c4ccc(F)cc4)cc3C(=O)N([C@H](C)CO)C[C@@H]2C)cc1
 : -43	18	4	0.9
20. C[C@@H]1CCCCO[C@@H](CN(C)Cc2ccc(C(F)(F)F)cc2)[C@@H](C)CN([C@H](C)CO)C(=O)c2cc(NS(=O)(=O)c3ccc(F)cc3)ccc2O1
 : -7	67	13	0.6
21. O=C(CC(F)(F)F)N1C[C@@H]2[C@H](c3ccccc31)[C@H](CO)N2C(=O)c1cccnc1
 : 4	-17	2	2.5
22. Cc1ccccc1S(=O)(=O)N1CC[C@@H]2[C@H](CO)Nc3ccc(-c4ccc(F)cc4)cc3[C@@H]21
 : 34	4	26	-0.7
23. COc1ccccc1S(=O)(=O)N(C)C[C@H]1Oc2ncc(-c3ccc(C)cc3)cc2C(=O)N([C@@H](C)CO)C[C@H]1C
 : -21	66	0	-1.6
24. COCC(=O)N1C[C@H]2[C@@H](c3ccccc31)[C@H](CO)N2C(=O)c1ccncc1
 : -19	-29	8	0.0
25. CC(C)(C)[S@@](=O)N1Cc2cc(C(=O)NCCc3ccncc3)nc(-c3cccc(-c4cccc(C#N)c4)c3)c2[C@H]1CCO
 : -43	78	/	-3.7
26. COc1ccc(CN(C)C[C@@H]2Oc3ccc(NC(=O)Cn4cnnn4)cc3C(=O)N([C@@H](C)CO)C[C@H]2C)cc1
 : 0	-7	4	0.3
27. O=C(C1CC1)N1CC[C@@H]2[C@H]1c1cc(C#Cc3ccccc3F)ccc1N[C@@H]2CO
 : -25	93	-5	-1.0
28. C/C=C/c1ccc([C@H]2[C@H](CO)N3C(=O)CN(C(=O)Cc4cccnc4)C[C@@H]23)cc1
 : -32	/	4	0.5
29. C[C@@H]1CN([C@H](C)CO)C(=O)Cc2cc(NC(=O)Nc3ccc4c(c3)OCO4)ccc2O[C@@H]1CN(C)Cc1ccc2c(c1)OCO2
 : 0	80	7	-3.3
30. C[C@H](CO)N1C[C@H](C)[C@H](CN(C)C(=O)CC2CC2)Oc2cc(C#CC3CC3)ccc2S1(=O)=O
 : -60	4	-4	-1.4

Reprinted from the results shown, 5 compounds:
Sequence of screens – Pf Dd2 growth	T cruzi growth	C diff HTS	GASC1 inh
26. COc1ccc(CN(C)C[C@@H]2Oc3ccc(NC(=O)Cn4cnnn4)cc3C(=O)N([C@@H](C)CO)C[C@H]2C)cc1
 : 0	-7	4	0.3
27. O=C(C1CC1)N1CC[C@@H]2[C@H]1c1cc(C#Cc3ccccc3F)ccc1N[C@@H]2CO
 : -25	93	-5	-1.0
28. C/C=C/c1ccc([C@H]2[C@H](CO)N3C(=O)CN(C(=O)Cc4cccnc4)C[C@@H]23)cc1
 : -32	/	4	0.5
29. C[C@@H]1CN([C@H](C)CO)C(=O)Cc2cc(NC(=O)Nc3ccc4c(c3)OCO4)ccc2O[C@@H]1CN(C)Cc1ccc2c(c1)OCO2
 : 0	80	7	-3.3
30. C[C@H](CO)N1C[C@H](C)[C@H](CN(C)C(=O)CC2CC2)Oc2cc(C#CC3CC3)ccc2S1(=O)=O
 : -60	4	-4	-1.4

Continuation.
Sequence of screens – Pf Dd2 growth	T cruzi growth	C diff HTS	GASC1 inh
31. CCS(=O)(=O)Nc1ccc2c(c1)C(=O)N(C)C[C@@H](OC)[C@H](C)CN(C(=O)C1CCC1)[C@H](C)CO2
 : 18	25	-2	1.5
32. CCCNC(=O)N1CC(=O)N2[C@H](CO)[C@@H](c3ccc(C#Cc4ccc(F)cc4)cc3)[C@@H]2C1
 : -6	/	56	-0.7
33. C[C@@H]1CN([C@@H](C)CO)C(=O)c2cc(C#C[C@@H](C)O)cnc2O[C@@H]1CN(C)C(=O)c1ccncc1
 : 10	12	-3	-0.4
34. CN1C[C@H]2[C@@H](c3ccccc31)[C@@H](CO)N2Cc1ccccc1F
 : -30	-6	2	-1.7
35. CCCC#Cc1ccc2c(c1)O[C@H](CN(C)Cc1cncnc1)[C@@H](C)CN([C@H](C)CO)S2(=O)=O
 : -25	86	8	-3.3
36. CC(C)NC(=O)N1CC[C@@H]2[C@H]1c1cc(-c3cccc(F)c3)ccc1N(C)[C@@H]2CO
 : 7	80	-11	1.6
37. Cc1cc(C(=O)Nc2cccc3c2O[C@H](CN(C)C)[C@H](C)CN([C@H](C)CO)C3=O)n(C)n1
 : -20	-29	-2	0.2
38. C[C@@H](O)C#Cc1ccc([C@@H]2[C@@H](CO)N3CCCCN(C(=O)c4ccc5c(c4)OCO5)C[C@@H]23)cc1
 : 42	48	-2	-1.3
39. C[C@@H]1CN([C@@H](C)CO)C(=O)c2cc(NC(=O)Nc3ccc(C(F)(F)F)cc3)ccc2O[C@@H](C)CCCCO[C@H]1CN(C)Cc1ccc(C(=O)O)cc1
 : 47	24	-11	0.3
40. C[C@@H]1CN([C@@H](C)CO)C(=O)c2cc(NC(=O)NC3CCCCC3)ccc2O[C@@H](C)CCCCO[C@H]1CN(C)S(=O)(=O)c1ccccc1
 : -52	-46	2	0.4
41. CCC(=O)N(C)C[C@H]1Oc2cc(C#Cc3ccccc3)ccc2S(=O)(=O)N([C@H](C)CO)C[C@H]1C
 : -67	/	6	-2.9
42. C[C@H]1CN([C@@H](C)CO)C(=O)c2cc(NC(=O)CCCCCC(=O)Nc3ccccc3N)ccc2O[C@H]1CN(C)C(=O)Nc1ccc(C(F)(F)F)cc1
 : -11	42	/	?
43. Cc1ccc(S(=O)(=O)N(C)C[C@@H]2Oc3c(NS(=O)(=O)c4cn(C)cn4)cccc3C(=O)N([C@H](C)CO)C[C@H]2C)cc1
 : 38	21	/	-2.1
44. C/C=C/c1cnc2c(c1)C(=O)N([C@H](C)CO)C[C@H](C)[C@H](CN(C)C(=O)Nc1ccc(OC)cc1)O2
 : -41	5	-3	2.7
45. COc1ccc(S(=O)(=O)Nc2cccc3c2O[C@@H](CN(C)Cc2ccncc2)[C@H](C)CN([C@H](C)CO)C3=O)cc1
 : -7	/	-1&-3	3.1
46. CN1c2ccc(-c3cccc(C#N)c3)cc2[C@@H]2[C@@H](CCN2C(=O)NC2CCCCC2)[C@H]1CO
 : -12	30	42	7.5
47. CCCC#Cc1ccc2c(c1)O[C@H](CN(C)C(=O)COC)[C@@H](C)CN([C@H](C)CO)S2(=O)=O
 : 5	-4	3	2.7
48. C[C@H](NC(=O)C[C@@H]1C=C[C@H](NC(=O)C2CCOCC2)[C@@H](CO)O1)c1ccccc1
 : 18	40	-1	-3.8
49. O=C(CC1CC1)Nc1ccc2c(c1)[C@H]1C[C@@H](CC(=O)N3CCCCC3)O[C@H](CO)[C@H]1O2
 : 8	104*	-2	-0.7
50. CO[C@H]1CN(C)C(=O)c2cc(NC(=O)C3CC3)ccc2OC[C@@H](C)N(C(=O)C2CCCCC2)C[C@@H]1C
 : -5	-47	/	0.7
51. O=C(Cc1ccccn1)N[C@H]1CC[C@@H](CCNC(=O)c2cc(Cl)cc(Cl)c2)O[C@@H]1CO
 : 4	-9	/	4.3
52. COc1ccc(NC(=O)Nc2ccc3c(c2)C(=O)N([C@H](C)CO)C[C@H](C)[C@H](CN(C)C(=O)CCCN(C)C)OCCCC[C@H](C)O3)cc1
 : 67	-17	-2	1.4
53. CCS(=O)(=O)N1CC2(C1)[C@H](c1ccccc1)[C@H](CO)N2Cc1ccc(F)cc1
 : -27	/	2	1.0
54. O=C(C1CCCC1)N1CC(=O)N2[C@@H](CO)[C@H](c3ccc(C#CCc4ccccc4)cc3)[C@@H]2C1
 : -93*	/	54	1.0
55. O=C(C1CCC1)N1CC2(C1)[C@@H](c1ccccc1)[C@@H](CO)N2CCC(F)(F)F
 : 2	/	-1	2.7
56. CCC(=O)N1[C@H](CO)[C@H](c2ccccc2)[C@H]1CN(CC1CCC1)S(C)(=O)=O
 : 4	/	3	4.7
57. COc1ccccc1NC(=O)N1C[C@H](O)COC[C@H]2O[C@H](CC(=O)NCCc3ccccc3)CC[C@@H]21
 : -2	-5	/	-0.7
58. COc1cccc(S(=O)(=O)N2CCCCN3[C@H](C2)[C@@H](c2ccc(C#CC4CC4)cc2)[C@@H]3CO)c1
 : 4	121*	-2	-0.7
59. CNC[C@@H]1Oc2ccc(NC(=O)Nc3ccc(F)cc3)cc2C(=O)N([C@@H](C)CO)C[C@H]1C
 : 0	/	3&-3	1.2
60. O=C(Nc1ccc(F)cc1)N[C@H]1CC[C@@H](CC(=O)N2CCCCC2)O[C@@H]1CO
 : -17	10	0	-0.1
61. CO[C@@H]1CN(C)C(=O)c2ccc(NC(=O)C3CCCC3)cc2OC[C@H](C)N(CCC(F)(F)F)C[C@H]1C
 : -40	-84	-8	-0.6
62. C[C@@H]1CN([C@H](C)CO)C(=O)Cc2cc(NC(=O)Cn3cnnn3)ccc2O[C@@H]1CN(C)CC1CC1
 : 20	0	-6	-0.3
63. C[C@@H]1CN([C@@H](C)CO)C(=O)Cc2cc(NC(=O)c3ccncc3)ccc2O[C@H]1CN(C)CC1CCCCC1
 : -33	-3	-1	/

Assay outcomes (PubChem BioAssay)

Random draw from the library; about 6.8% have a hit in one of these screens.
